KCNH2 3.1 inh – blocks the human KCNH2 3.1 channel isoform; U2OS KCNH2 3.1, thallium flux FluxOr; stronger effect = lower value; activity change, % (tested at about 1.8 µM); actives 0.95% (n = 340,000); AID 720553;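 active = maximum activity change below -70%; inconclusive = maximum activity change from -70% to -50%; inactive = maximum activity change above -50%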;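 note: thallium influx rate constant from kinetic fluorescence after stimulation buffer; % is set by controls: 0 for no effect and ±100 for the full control effect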
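FluxOr-based Tl+ influx in U2OS cells transduced with KCNH2 3.1 virus; rate constants normalized to DMSO controls.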
USP2a inh – blocks human ubiquitin-specific protease USP2a. actives 0.01% (n = 330,000). Potency, µM (titrated, usually from 38.3 µM), for inactives: at the highest dose activity change, negative = inhibition, usual class: inhibitors. O75604. AID 463254. USP2 core, Ub-CHOP2 coupled fluorogenic reporter, 485/531;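 note: potency is the fitted concentration of half-maximal effect; plate controls were DMSO wells for no effect and full inhibition by NEM control for full effect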
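Deubiquitinase activity read as fluorescence (485/531 nm) after Ub-CHOP2 cleavage activates the enterokinase reporter on its substrate; USP2 core 10nM, Ub-CHOP2 and substrate 25nM each, 30min compound preincubation then 60min RT; data normalized to NEM, curves fitted.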
Coupling enz – coupling enzyme interference in Giardia aldolase counter-screen; coupling enzyme system counterscreen, AmpLite Red fluorescence; activity change, negative = inhibition, % at 58.2 µM, hits read low; AID 2472; actives 0.67% (n = 290,000); in the data active = activity change below about -30%; note: % is set by controls: 0 for no effect and ±100 for the full control effect
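Fluorescence at 525 nm excitation and 598 nm emission measured inhibition of the coupled detection system without aldolase. Compounds (at 57.5 uM final) were preincubated 10 min at room temperature with coupling enzyme reagent before a 20 min substrate/AmpLite Red step.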
CXXC DNA block – inhibitors of human MLL CXXC domain-DNA interaction; MLL-CXXC / FITC-HOXA9 DNA fluorescence polarization; Potency, µM (doses to about 115 µM), for inactives: top-dose activity change, negative = inhibition, hits mostly inhibitors; actives 0.037% (n = 290,000); active = well fitted inhibition curve with a large enough effect in the polarisation, with a control signal flat, not every such curve was filed as active; inconclusive = small, poorly fitted or top-dose-only effect, or effect the other way, or a change in a side signal; inactive = no such curve, though single readings can be large or run the other way; the % refers to the polarisation; note: potency is the fitted concentration of half-maximal effect
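Fluorescence polarization: 7 uM MLL-CXXC (stock) preincubated 5 min with compounds, then 50 nM fluorescein-HOX-A9 DNA (stock) added; 30 min ambient. Buffer 50 mM Tris-HCl pH 7.5, 50 mM NaCl, 1 mM DTT, 0.05% BSA.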
B2AR arrestin – agonists driving beta-arrestin recruitment to human beta2-adrenergic receptor; P07550; beta-arrestin recruitment to beta2AR, cell-based reporter; Potency, µM (series often up to 46.1 µM), for inactives: at the highest dose activation, most hits filed as activators; actives 0.02% (n = 330,000); AID 492947;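 note: potency is the fitted concentration of half-maximal effect; 0% = DMSO controls and full agonism = EC100 isoproterenol or metaproterenol; nearly all actives have a fitted effect of over 65% in size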
Target sequence (P07550 whole entry, looked up): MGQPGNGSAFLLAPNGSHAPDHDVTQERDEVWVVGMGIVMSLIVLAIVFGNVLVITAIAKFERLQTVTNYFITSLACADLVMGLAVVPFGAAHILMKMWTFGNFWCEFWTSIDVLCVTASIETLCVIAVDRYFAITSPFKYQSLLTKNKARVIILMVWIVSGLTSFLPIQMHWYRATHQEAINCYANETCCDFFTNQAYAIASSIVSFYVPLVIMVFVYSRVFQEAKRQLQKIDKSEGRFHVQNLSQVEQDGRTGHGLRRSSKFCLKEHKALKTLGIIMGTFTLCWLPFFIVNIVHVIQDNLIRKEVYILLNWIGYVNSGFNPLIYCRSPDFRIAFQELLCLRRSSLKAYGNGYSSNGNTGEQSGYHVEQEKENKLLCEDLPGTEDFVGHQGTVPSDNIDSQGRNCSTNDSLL
TRPV1 agonist – human TRPV1 agonism | TRPV1-expressing cells, Fluo-8 calcium influx, agonist mode | activation, % at 8.33 µM | actives 0.19% (n = 320,000) | AID 540275; in the data active = activation above about 80%; inconclusive = between about 30% and that limit; note: 0% is about no effect
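Fluo-8 calcium influx in TRPV1-expressing cells, kinetic read (ex 480/em 520 nm). Compound added and read 3 min for agonist activity, followed by capsaicin at EC20 final and 2 min further read for enhancement.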
PKM2 activator – activators of human pyruvate kinase M2; P14618; Potency, µM (highest dose often 57.5 µM), inactives show top-dose activation, actives largely listed as activators; actives 0.34% (n = 260,000); purified PKM2, Kinase-Glo ATP luminescence, activation; response scale: 0% is enzyme alone, no compound; AID 1631; note: potency is the fitted concentration of half-maximal effect; % is set by controls: 0 for no effect and ±100 for the full control effect; nearly all actives have a fitted effect of over 55% in size
Target sequence (P14618 whole entry, looked up): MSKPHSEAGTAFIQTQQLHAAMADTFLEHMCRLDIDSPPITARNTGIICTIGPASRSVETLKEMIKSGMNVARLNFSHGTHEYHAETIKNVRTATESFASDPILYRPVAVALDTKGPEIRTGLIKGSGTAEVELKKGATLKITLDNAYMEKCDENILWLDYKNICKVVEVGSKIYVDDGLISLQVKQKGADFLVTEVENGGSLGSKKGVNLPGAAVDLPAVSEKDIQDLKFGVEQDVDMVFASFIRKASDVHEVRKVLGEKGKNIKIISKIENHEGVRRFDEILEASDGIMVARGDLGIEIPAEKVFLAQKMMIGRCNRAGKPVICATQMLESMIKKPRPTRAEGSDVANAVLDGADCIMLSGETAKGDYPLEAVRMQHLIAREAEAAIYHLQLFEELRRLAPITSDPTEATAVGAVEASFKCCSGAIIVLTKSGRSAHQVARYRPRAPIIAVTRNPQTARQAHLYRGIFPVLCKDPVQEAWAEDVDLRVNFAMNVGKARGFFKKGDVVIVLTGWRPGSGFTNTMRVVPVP
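ATP formation by purified human PK-M2, quantified via coupled luciferase luminescence after 1 h at room temperature with 0.1 mM ADP and 0.5 mM PEP final.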
hERG WT inh – KCNH2 (human, wildtype) channel inhibition. Q12809. U2OS, BacMam KCNH2, thallium flux FluxOr; stronger effect = lower value. activity change, % at 1.84 µM. actives 0.37% (n = 340,000);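 active = maximum activity change below -70%; inconclusive = maximum activity change between -70% and -50%; inactive = maximum activity change above -50%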; note: % is set by controls: 0 for no effect and ±100 for the full control effect
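U2OS cells transduced with wild-type KCNH2 virus are loaded with FluxOr dye for 45 min, and thallium flux is measured in kinetic reads before and after stimulation buffer. Rate constants are normalized to DMSO controls.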
Giardia kill – kills Giardia lamblia; actives 0.15% (n = 340,000); Giardia lamblia trophozoite viability; activity change, % at 7.66 µM, hits read low; in the data active = activity change below about -80%; inconclusive = between about -30% and that limit;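 note: parasites exposed to compound for two days anaerobically before the ATP read; % is set by controls: 0 for no effect and ±100 for the full control effect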
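Media and compound were dispensed first, then trophozoites at 100 cells/well; plates sat 48 hrs at 37 deg C without oxygen before ATP luminescence reagent was added and read after 15-30 min at room temperature.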
GALK inh – inhibitors of human galactokinase | Purified GALK, Kinase-Glo residual ATP luminescence | actives 0.007% (n = 270,000) | P51570 | Potency, µM (top dose mostly 57.5 µM), for the others: at the top dose activity change, negative = inhibition, actives largely listed as inhibitors; note: potency is the fitted concentration of half-maximal effect; % is set by controls: 0 for no effect and ±100 for the full control effect
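The enzyme phosphorylates galactose (100 uM) using ATP (35 uM); inhibition is detected as higher residual ATP, quantified by bioluminescence after 1 h reaction at room temperature, pH 8.0.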
Menin-MLL TR inh – inhibitors of human menin-MLL interaction, mutant MLL peptide. Menin + Texas Red MLL mutant peptide, fluorescence polarization. Potency, µM (doses to about 61.6 µM), for the others: top-dose FP activity change, negative = inhibition, actives largely listed as inhibitors. actives 0.23% (n = 270,000); active = well fitted inhibition curve with a large enough effect in the polarisation, with a control signal flat, not every such curve was filed as active; inconclusive = small, poorly fitted or top-dose-only effect, or effect the other way, or a change in a side signal; inactive = no such curve, though single readings can be large or run the other way; the % refers to the polarisation; note: potency is the fitted concentration of half-maximal effect; % of control where 0% means no effect; many of its hits are not listed in these tables
* = called active by the depositor; u = inconclusive; x = not tested or not shown; [ ] = dose if it differs, or a comment. Unless noted, calls come from the whole dose curve; as a rule, active = well fitted curve in the direction sought with a large enough effect; inconclusive = small, poorly fitted or top-dose-only effect, or another doubt; inactive = no such curve, though single readings can be large; an effect the other way counts as inactive or inconclusive. This is a subset; rates above refer to the full screens.

Structure	USP2a inh	B2AR arrestin	CXXC DNA block	PKM2 activator	TRPV1 agonist	Coupling enz	Giardia kill	GALK inh	hERG WT inh	Menin-MLL TR inh	KCNH2 3.1 inh
CCC(C)N(C(=O)CSc1nc2ccc(OC)cc2[nH]1)C1CCS(=O)(=O)C1 (stereo not given)	0%	0.3%	x	x	-2	x	-1	x	-10	x	-2
COc1ccc(NC(=O)[C@@H]2CCCN2C(=O)c2cccs2)cc1S(=O)(=O)N1CCCCC1	-2%	0.0%	x	x	3	x	u	x	8	x	17
CCCCCCOc1ccc(/C(C)=N/NC2=NCCN2)cc1[N+](=O)[O-]	0%	0.0%	172%[activator]	1%	2	3	13	-1%	x	-26%	-49
CC(=O)Cn1c(CN2CCCC2)nc2ccccc2c1=O	10%	-0.5%	8%	4%	3	2	-1	0%	-6	-1%	-23
CCOc1ccccc1N1CC(C(=O)Nc2cc(Cl)ccc2C)CC1=O (stereo not given)	-1%	-0.7%	3%	1%	1	1	-12	15%	2	-6%	-8
CC(=O)c1ccccc1NCC(=O)Nc1ccc(C)cc1	0%	0.2%	10%	-11%	12	-5	-14	4%	-13	19%	2
O=C(COC(=O)c1ccccc1[N+](=O)[O-])Nc1cc(S(=O)(=O)N2CCOCC2)ccc1N1CCCC1	3%	0.2%	11%	2%	2	-1	13	1%	-10	0%	3
O=C(Cn1c(C(F)(F)F)nc2ccccc21)N1CCCC1	-1%	-0.2%	8%	0%	0	3	11	-1%	3	-1%	-8
Cc1ccc(C)c(N2CCN(c3nnnn3-c3ccccc3)CC2)c1	4%	0.0%	3%	4%	u	3	10	-3%	4	-18%	-20
CCCn1cc(C(=O)OCC)c(=O)c2cc(F)c(F)cc21	-1%	-0.8%	-3%	2%	-3	5	-5	1%	3	x	12

Structural class, the compounds so far with an aryl methoxy group
Structure	USP2a inh	B2AR arrestin	CXXC DNA block	PKM2 activator	TRPV1 agonist	Coupling enz	Giardia kill	GALK inh	hERG WT inh	Menin-MLL TR inh	KCNH2 3.1 inh
CCC(C)N(C(=O)CSc1nc2ccc(OC)cc2[nH]1)C1CCS(=O)(=O)C1 (stereo not given)	0%	0.3%	x	x	-2	x	-1	x	-10	x	-2
COc1ccc(NC(=O)[C@@H]2CCCN2C(=O)c2cccs2)cc1S(=O)(=O)N1CCCCC1	-2%	0.0%	x	x	3	x	u	x	8	x	17

Next structures follow:
Structure	USP2a inh	B2AR arrestin	CXXC DNA block	PKM2 activator	TRPV1 agonist	Coupling enz	Giardia kill	GALK inh	hERG WT inh	Menin-MLL TR inh	KCNH2 3.1 inh
CC(NS(=O)(=O)c1cccc(Cl)c1)C(=O)Nc1ccc(-c2nc3ccccc3s2)cc1 (stereo not given)	2%	0.1%	10%	-3%	-1	0	7	-6%	4	u	3
CC(=O)N1N=C(c2ccccc2)OC1c1ccc([N+](=O)[O-])s1 (stereo not given)	-7%	6.0%	-2%	-3%	1	-27	-27	3%	5	12%	-9
Cn1c(CCNS(=O)(=O)c2ccc(F)cc2)nnc1SCc1cccnc1	2%	-0.6%	2%	9%	0	4	-4	2%	-21	1%	9
COc1cc(SC)ccc1C(=O)Nc1ccccc1C#N	2%	-0.1%	5%	0%	5	-4	-4	0%	0	u	5
Cc1cc(Cl)ccc1C(=O)C1CCCN(C(=O)c2nonc2C)C1 (stereo not given)	1%	-0.4%	17%	x	u	x	-12	-1%	5	x	-8
Cc1cc(SCC(=O)NN=C2CCN(C(C)C)CC2)c(C)cc1Br	-1%	-0.1%	-12%	3%	21	-1	-4	2%	1	-12%	7
COc1cc(C2CC(=O)NC3=C2C(=O)CC(C)(C)C3)cc(OC)c1O (stereo not given)	4%	-0.2%	3%	8%	-4	-7	21	2%	-1	17%	5
Nc1nnc(SCCN2C(=O)c3ccccc3C2=O)s1	5%	0.1%	-2%	-1%	0	2	0	-2%	-2	x	0
COCC(=O)N1CCC(Oc2ccc(C(=O)N[C@H](C(=O)OC)C(C)C)cc2)CC1	2%	-1.1%	-4%	1%	-1	5	-3	2%	10	-4%	0
COc1ccc2oc(=O)c(C(=O)OCc3ccccc3)cc2c1	1%	0.5%	1%	x	15	0	-23	2%	-5	-2%	-3
Cc1cc(C(=O)N/N=C/c2ccncc2)c2ccccc2n1	2%	-1.0%	5%	x	1	2	-24	x	-2	0%	10
O=C(NCCCCCCNC(=O)c1cccs1)c1cccs1	1%	0.3%	1%	-8%	-2	0	15	2%	-1	9%	-3
CCn1c(SCC(=O)N/N=C/c2ccc(OC)c(OC)c2)nc2ccccc21	2%	0.0%	0%	2%	13	0	-11	-1%	5	-20%	3
Cc1cc(N2CCN(C)CC2)nc2ccc(NC(=O)CCC(=O)NCCc3ccc(Cl)cc3)cc12	-2%	-1.0%	-4%	x	-4	3	-8	-1%	-7	-20%	-5
O=C(CC(c1ccco1)S(=O)(=O)c1ccccc1)c1ccccc1 (stereo not given)	2%	u	20%	-2%	10	0	-8	1%	-2	-3%	-27
CCOC(=O)Cn1nc(C)cc1NC(=O)c1cc(OC)c(OC)c(OC)c1	3%	-1.0%	-1%	x	3	-3	6	x	1	5%	-8
COc1ccc(-c2nnc(NC(=O)C3CCCN3S(=O)(=O)c3cccs3)o2)cc1 (stereo not given)	-1%	0.1%	x	x	-1	x	1	x	9	x	-11
OC1O[C@H](c2ccc3c(c2)OCO3)[C@H]2CO[C@H](c3ccc4c(c3)OCO4)[C@@H]12 (stereo not given in full)	9%	-0.4%	-7%	1%	3	2	2	5%	-4	x	17
Cc1ccc(C2c3sc(=O)[nH]c3SC3C4CC(C5C(=O)N(C(C)C(=O)O)C(=O)C45)C23)cc1 (stereo not given)	1%	-0.1%	-1%	2%	-3	4	10	-8%	5	-4%	1
C=C(C)c1cccc(C(C)(C)NC(=O)NCc2cccnc2)c1	1%	0.4%	u	-3%	7	0	3	0%	2	-24%	14
CCOc1ccc(C(=O)NCCN2CCCC2)cc1	1%	-0.3%	-2%	-20%	-3	-1	5	6%	x	-10%	-21
CC(C)CC(NC(=O)CCC(=O)OCC(=O)[C@@]1(O)CCC2[C@@H]3CCC4=CC(=O)C=C[C@]4(C)C3[C@@H](O)C[C@@]21C)C(=O)O (stereo not given in full)	0%	-0.6%	-7%	x	0	3	2	3%	-10	-6%	-1
Cc1c(C(=O)OCCOC(C)C)[nH]c2c1C(=O)CC(c1ccco1)C2 (stereo not given)	2%	0.3%	-5%	u	u	-2	-8	-2%	3	2%	11
Nc1cc(=O)[nH]c(SCC(=O)NNC(=O)Cc2ccccc2)n1	-1%	0.1%	0%	-4%	0	1	-18	4%	-5	-9%	8
Cc1ccc(C(=O)NC(=S)NNC(=O)c2ccccc2O)cc1	3%	0.3%	3%	x	5	2	10	5%	-14	u	5
COc1ccc(C(=O)Nc2cccc3c2CCCC3)cc1	-1%	-0.8%	9%	5%	u	0	6	3%	-4	-3%	19
CC1CN(S(=O)(=O)c2ccc(C(=O)N(CCCN(C)C)c3nc4cc5c(cc4s3)OCCO5)cc2)CC(C)O1 (stereo not given)	-1%	-1.3%	x	x	-3	x	13	x	1	x	-2
COc1ccc(CN2CC(=O)N(c3ccccc3OC)C2=S)cc1OC	3%	-0.6%	-1%	x	4	1	19	-1%	-1	9%	10
COc1ccc(N2CCN(C(=O)c3ccc4c(=O)n(Cc5ccc6c(c5)OCO6)c(=O)[nH]c4c3)CC2)cc1	-1%	-1.0%	15%	x	2	x	-6	3%	-12	x	-13
CCCC(=O)NCc1cc(-c2nn(C)c(=O)c3ccccc23)ccc1C	0%	-0.3%	-1%	-3%	-1	-1	7	1%	6	-3%	0
COCCn1c(SCC(=O)Nc2nnc(C)s2)nnc1-c1ccoc1C	-1%	0.1%	-1%	-6%	-2	-1	u	-2%	-1	2%	-17
Cn1c(=O)c2c(nc(SCC(=O)NCC3CCCO3)n2C)n(C)c1=O (stereo not given)	0%	-0.2%	6%	-2%	-9	0	18	-2%	2	5%	-1
Cn1c(=O)c2ccccc2n(CC(=O)N2CCCc3ccccc32)c1=O	1%	-0.5%	0%	5%	4	-1	-26	8%	-1	0%	17
COc1cc(/C=N/NC(=O)c2cc(-c3ccco3)nc3ccccc23)cc(OC)c1O	0%	-0.2%	0%	21%	2	2	28	x	-7	x	-12
CC1CCCCC1NC(=O)COC(=O)c1cccn1C (stereo not given)	2%	0.1%	x	x	-2	x	-5	x	-9	x	1
COC(=O)[C@@H](NC(=O)/C=C/c1ccc(OC)cc1)C(C)C	1%	-0.2%	11%	-11%	-4	3	-18	11%	0	2%	45
COc1ccc(Cl)cc1C(=O)Nc1ccc(S(N)(=O)=O)cc1	2%	-0.9%	5%	-6%	2	1	-23	-1%	-8	x	17
C=CCn1c(=O)c2ccccc2n2c(SCC(=O)O)nnc12	3%	-0.2%	4%	x	-1	10	-8	x	-26	2%	4

From PubChem BioAssay
